Compound activity: PubChem BioAssay, NMMLSC
Bim-Bfl-1 = disrupts Bim binding to human Bfl-1 | 190,000 tested, 0.12% active | Q16548 | inhibition, % at 10 µM | Bead-based flow cytometry, Bim-Bfl-1 binding inhibition;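 also: 0% = wells without compound plus tracer and 100% = blocker peptide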
Bcl-B Bim block = human Bim-Bcl-B interaction inhibition. AID 951. inhibition, % at 10 µM. 190,000 tested, 0.073% active. Q9HD36. bead-based flow cytometry, Bim peptide-Bcl-B binding;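 also: 0% = tracer peptide without compound and 100% = reference inhibitor peptide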
RGS7-Gao = modulates binding of RGS7 to human Galphao; Multiplexed bead flow cytometry; actives lie on both sides; binding response (% of control), % at 10 µM; 220,000 tested, 0.35% active; AID 1439; in the data active = binding response below about 49% or above about 150%; inconclusive = no clear call, values can overlap the other calls; inactive = in between;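 also: fluorescent Galphao held in activated GDP-AlF4 state binding bead-coupled RGS7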
Bim-Bcl-2 = inhibitors of Bim-Bcl-2 interaction, human; inhibition, % at 10 µM; AID 950; P10415; 190,000 tested, 0.06% active; Bead-based flow cytometry, Bim peptide-Bcl-2 binding; in the data active = inhibition above about 40%; inconclusive = no clear call, values can overlap the other calls;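 also: 0% = no compound wells with probe peptide and 100% = reference peptide inhibitor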
RGS8-Gao = human RGS8-Galphao interaction regulation; multiplexed bead flow cytometry, RGS8-Galphao binding; actives lie on both sides; response (percent of control binding), % at 10 µM; 220,000 tested, 0.34% active; AID 1423; in the data active = response below about 60% or above about 140%; inactive = in between;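 also: Galphao activated as the GDP aluminium fluoride complex binding bead-coupled RGS8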
ABCG2 block = human ABCG2 inhibition, ABCB1 as counter-screen. AID 1325. 190,000 tested, 0.1% active. inhibition, % at 6.6 µM. Q9UNQ0. IgMXP3 cells, JC-1 efflux, flow cytometry;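 active = inhibition above 80%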;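 also: 0% = DMSO and 100% = nicardipine control wells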
Target sequence (Q9UNQ0 whole entry, looked up): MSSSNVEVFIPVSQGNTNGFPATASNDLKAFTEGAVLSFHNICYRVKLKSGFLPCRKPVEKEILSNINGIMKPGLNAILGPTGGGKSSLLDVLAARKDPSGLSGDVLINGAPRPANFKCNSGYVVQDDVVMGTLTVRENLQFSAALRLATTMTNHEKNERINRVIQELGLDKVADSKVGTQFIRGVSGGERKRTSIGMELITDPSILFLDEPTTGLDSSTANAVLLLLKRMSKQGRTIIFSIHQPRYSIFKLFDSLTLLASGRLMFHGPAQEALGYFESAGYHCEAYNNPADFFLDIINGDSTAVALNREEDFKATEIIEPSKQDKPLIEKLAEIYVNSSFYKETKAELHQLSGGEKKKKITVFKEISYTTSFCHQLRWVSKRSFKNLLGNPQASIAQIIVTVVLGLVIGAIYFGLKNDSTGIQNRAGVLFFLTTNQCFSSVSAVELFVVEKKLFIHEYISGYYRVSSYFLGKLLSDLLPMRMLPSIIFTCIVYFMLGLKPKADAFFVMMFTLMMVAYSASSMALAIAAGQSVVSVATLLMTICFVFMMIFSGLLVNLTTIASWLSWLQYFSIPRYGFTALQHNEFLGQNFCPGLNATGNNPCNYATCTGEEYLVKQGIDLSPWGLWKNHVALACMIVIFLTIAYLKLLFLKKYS
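test system = two drug-resistant human cell lines, ABCG2 and ABCB1 | amount = 3 million cells/mL final, two lines in 1:1 ratio | reagent = JC-1 transporter substrate | doses = one concentration, 6.6 µM final | incubation = 10 min at 25 °C | signal = flow cytometric JC-1 green MFI at 530 nm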
Bcl-XL Bim block = human Bim-Bcl-XL interaction inhibition | Bim peptide-Bcl-XL binding, bead flow cytometry, fluorescence | Q07817 | 190,000 tested, 0.04% active | inhibition, % at 10 µM
Target sequence (Q07817 whole entry, looked up): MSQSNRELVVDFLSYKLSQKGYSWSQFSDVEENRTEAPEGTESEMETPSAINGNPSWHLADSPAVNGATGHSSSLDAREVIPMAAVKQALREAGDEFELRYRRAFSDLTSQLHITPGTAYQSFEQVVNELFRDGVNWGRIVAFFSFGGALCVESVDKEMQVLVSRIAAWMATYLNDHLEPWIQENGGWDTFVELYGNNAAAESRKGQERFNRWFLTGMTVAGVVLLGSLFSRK
Bim-Bcl-W = human Bim-Bcl-W interaction inhibition. inhibition, % at 10 µM. 190,000 tested, 0.02% active. Q92843. bead-based flow cytometry, Bim peptide-Bcl-W binding;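 also: 0% = bound tracer without compound and 100% = peptide blocker; higher means less fluorescent Bim peptide bound to Bcl-W beads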
Target sequence (Q92843 whole entry, looked up): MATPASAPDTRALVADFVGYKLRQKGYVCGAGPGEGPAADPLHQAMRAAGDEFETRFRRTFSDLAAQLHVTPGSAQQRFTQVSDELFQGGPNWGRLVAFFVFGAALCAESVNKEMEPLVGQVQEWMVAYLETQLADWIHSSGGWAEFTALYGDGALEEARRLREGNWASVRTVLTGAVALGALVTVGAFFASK
ABCB1 inh = human ABCB1 inhibition, ABCG2 as counter-screen; P08183; CCRF-Adr cells, JC-1 efflux, flow cytometry; inhibition, % at 6.6 µM; 190,000 tested, 0.067% active; AID 1326; in the data active = inhibition above about 40%;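 also: 0% = vehicle and 100% = reference inhibitor; higher value means more JC-1 retained so stronger ABCB1 efflux block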
RGS4-Gao reg = modulates binding of RGS4 to human Galphao. Multiplexed bead flow cytometry; actives lie on both sides. binding response (% of control), % at 10 µM. AID 1415. 220,000 tested, 0.33% active. P09471; in the data active = binding response below about 49% or above about 150%; inactive = in between;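 also: fluorescent Galphao activated with aluminum fluoride binding bead-coupled RGS4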
Mcl-1 Bim block = inhibitors of Bim-Mcl-1 interaction, human; AID 1009; Q07820; inhibition, % at 10 µM; 190,000 tested, 0.1% active; Bead-based flow cytometry, Bim peptide-Mcl-1 binding;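 also: 0% = no compound tracer wells and 100% = peptide blocker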
The depositor's hits bear a star; ? = inconclusive. Rule as the data show it, unless noted: active = inhibition above about 40%.

SMILES | Bim-Bfl-1 | Bcl-B Bim block | RGS7-Gao | Bim-Bcl-2 | RGS8-Gao | ABCG2 block | Bcl-XL Bim block | Bim-Bcl-W | ABCB1 inh | RGS4-Gao reg | Mcl-1 Bim block
CNC(=O)c1snnc1-c1ccccc1 | 0 | 0 | 95 | -6 | 105 | 2 | -6 | -2 | 0.4 | 94 | -4
O=C(/C=C/c1ccccc1)OCc1cnc(Cl)s1 | -5 | -3 | 96 | -1 | 99 | 2 | -1 | 0 | 0.1 | 100 | 0
COC(=O)C(Cc1c[nH]c2ccccc12)NC(=O)C(C)C (stereo not drawn) | -11 | -6 | 104 | -3 | 101 | -1 | -1 | 2 | 0.0 | 101 | 4
O=C1CCCN1c1ccc(S(=O)(=O)NCCc2ccc(Cl)cc2)cc1 | -10 | -5 | 95 | -2 | 99 | 0 | 0 | 6 | 0.1 | 98 | 0
Cc1ccc(-n2c(=O)c3sccc3n(Cc3cc(=O)n4ccccc4n3)c2=O)cc1F | 1 | -3 | 99 | 0 | 104 | 2 | -1 | -1 | 0.3 | 103 | -3
O=C(NC(=S)Nc1ccccc1N1CCCC1)c1ccc(F)cc1 | -1 | -14 | 101 | 0 | 97 | 9 | -5 | -1 | 0.9 | 100 | -1
c1ccc(OCc2nn3c(-c4cccnc4)nnc3s2)cc1 | 1 | -4 | 98 | -9 | 102 | 2 | 0 | -3 | 0.3 | 97 | 0
COC(=O)c1ccc(NC(=O)CCS(=O)(=O)c2ccc(Br)s2)cc1 | -13 | -6 | 102 | -8 | 100 | 32 | -4 | 1 | 1.1 | 100 | 0
CC12CCC(C(=O)N(CC(O)CN3CCCCCC3)C1=O)C2(C)C (stereo not drawn) | -10 | -4 | 98 | -1 | 100 | 6 | -2 | -4 | 0.3 | 98 | -7
CN/N=C(\Cc1nc2ccccc2[nH]1)c1ccc([N+](=O)[O-])cc1 | -2 | 0 | ? | -1 | 102 | 3 | 0 | -1 | 1.3 | 107 | 0
CCOc1cc(NC(=O)c2cccs2)c(OCC)cc1NC(=O)CCC(=O)NCC1CCCO1 (stereo not drawn) | 7 | 2 | ? | 2 | 100 | -4 | -1 | 0 | -1.0 | 101 | 0
O=C(CSc1c[nH]c2ccccc12)NCc1ccc2c(c1)OCO2 | -9 | -4 | 102 | -5 | 100 | 2 | -7 | 2 | 0.0 | 99 | 0
C/C(=N\N=C(/N)SC1CC(=O)N(c2ccc(Cl)cc2)C1=O)c1cccs1 (stereo not drawn) | -10 | -5 | 133 | -7 | 105 | 0 | -4 | 3 | -0.5 | 100 | -3
CC1Cc2ccccc2N1S(=O)(=O)c1cccc(C(=O)NC2CC2)c1 (stereo not drawn) | -26 | -13 | 96 | -14 | 99 | 17 | -9 | -5 | 1.4 | 102 | -9
O=C(O)CSCC(=O)NCc1ccc(Cl)cc1 | -5 | -3 | 95 | -1 | 97 | 1 | -2 | 0 | 0.7 | 99 | 0
COc1ccccc1Oc1ccccc1C(=O)O | -7 | -1 | 103 | -1 | 101 | 1 | 0 | 5 | 0.1 | 107 | 3
COc1ccc(Oc2nccc(-c3ccc(Cl)cc3)n2)cc1 | 0 | -2 | 99 | -3 | 101 | 4 | -2 | -4 | 0.7 | 101 | -3
CC(C)CC(NC(=O)C1CCCCC1)C(=O)NCc1ccccn1 (stereo not drawn) | -15 | -9 | 104 | -7 | 100 | 1 | -7 | -3 | 0.8 | 101 | -2
c1ccc(OCc2nnc3sc(-c4cccs4)nn23)cc1 | 16 | -26 | 139 | -5 | 89 | -1 | 0 | 3 | -0.3 | 98 | -12
CCCn1c(=O)c2c(C(=O)OCC)cc(-c3ccco3)nc2n(CCC)c1=O | -13 | -5 | 109 | -2 | 103 | 10 | 2 | 0 | 2.1 | 107 | 2
CC(=O)Oc1ccc(N2C(=O)C3C4C=CC(CC4)C3C2=O)cc1[N+](=O)[O-] (stereo not drawn) | 1 | 1 | ? | -1 | 99 | 2 | 6 | 3 | -0.3 | 103 | 6
COc1cc(/C=C/C(=O)c2ccc(NS(=O)(=O)c3ccc(C)cc3)cc2)cc(OC)c1O | 6 | -3 | 89 | 3 | 94 | 0 | 2 | 8 | -0.3 | 95 | 4
CCOC(=O)CC(=O)CSc1nnc2sc3ccccc3n12 | -19 | -12 | 98 | -13 | 99 | -3 | -11 | -4 | -0.8 | 99 | -6
O=C(NCCCN1CCN(c2ccccc2F)CC1)C1CCCN(S(=O)(=O)c2cnc[nH]2)C1 (stereo not drawn) | -10 | -3 | 98 | -6 | 106 | 3 | -3 | -2 | 0.7 | 101 | -1
COc1ccc(NC(=O)CN2CCN(c3ccccc3F)CC2)cc1 | -23 | -11 | 103 | -9 | 102 | 18 | -8 | -8 | 1.4 | 100 | -7
COC(=O)[C@@H](NC(=O)Nc1ccc(OC)cc1)C(C)C | -14 | -5 | 99 | -5 | 104 | 4 | -2 | -2 | 1.2 | 101 | 0
O=C(CSc1nnnn1-c1ccc(O)cc1)Nc1ccc(N2CCOCC2)c(Cl)c1 | -4 | -5 | 99 | -3 | 100 | 4 | -2 | 0 | 0.6 | 99 | 0
Cc1cccc(C)c1NC(=O)C(C)c1ccc(-c2ccccc2)c(F)c1 (stereo not drawn) | 0 | -1 | 101 | -3 | 98 | 7 | -2 | -2 | 0.7 | 92 | 0
COc1ccccc1NC(=O)CC(c1ccc(OC(C)C)cc1)c1ccccc1OC (stereo not drawn) | -6 | -11 | 107 | -5 | 104 | 48 | -8 | -6 | 4.8 | 104 | -19
COc1ccc([N+](=O)[O-])cc1NC(=O)CCN1CCN(CCO)CC1 | -3 | -6 | 104 | -4 | 99 | 2 | -8 | -5 | 0.5 | 99 | -4
Cc1nc(-c2cccc(NS(=O)(=O)c3ccc4ccccc4c3)c2)cs1 | -16 | -9 | 102 | -9 | 100 | 3 | -4 | -4 | 0.2 | 102 | -3
O=C(O)C1C(c2ccccc2)C(C(=O)OCc2ccco2)C1c1ccccc1 (stereo not drawn) | -2 | -3 | 98 | 12 | 100 | 1 | -3 | -2 | 0.5 | 101 | 1
CCOC(=O)CNC(=O)c1cccnc1 | 5 | 1 | 93 | -1 | 94 | -4 | 0 | 0 | -3.1 | 92 | -2
Cc1ccc(N(CN2C(=O)NC(C)(C)C2=O)CN2C(=O)NC(C)(C)C2=O)cc1 | -11 | -11 | 97 | -7 | 99 | 3 | -9 | -6 | 0.7 | 100 | -4
CCOC(=O)CSc1nc(C)c2ccc(C)cc2n1 | 0 | -3 | 101 | 18 | 98 | 7 | 3 | -1 | 2.4 | 98 | -2
O=C(NCC1CCCO1)c1cc(-c2ccncc2)nc2ccc(S(=O)(=O)N3CCOCC3)cc12 (stereo not drawn) | -10 | -5 | 95 | -7 | 93 | 1 | -3 | 3 | 0.3 | 92 | 0
COc1cc(/C=C/C(=O)c2ccc(F)cc2)cc(OC)c1OC | 5 | 2 | 103 | 3 | 101 | 9 | 0 | 0 | -0.1 | 98 | 0
Cc1ccnc(NC(=O)Cc2ccc([N+](=O)[O-])cc2)c1 | -6 | -6 | 93 | -4 | 101 | 3 | 0 | -3 | 1.2 | 101 | -3
CCCCNC(=O)CC1C(=O)N(Cc2ccccc2)C(C)c2nc3ccccc3n21 (stereo not drawn) | -8 | -11 | 102 | -9 | 99 | 0 | -4 | 2 | 0.5 | 103 | -4
Cc1ccc(C(=O)N2CCN=C2SCc2ccc([N+](=O)[O-])cc2)cc1 | 0 | -4 | 101 | -1 | 102 | 20 | -8 | -3 | 1.5 | 103 | 0
Cc1cc(/C=C(\C#N)C(=O)O)c(C)n1C1CC1 | 0 | 2 | 104 | 1 | 99 | 8 | -2 | 0 | 0.4 | 103 | 1
Cc1cc2ccccc2n2c(SCC(=O)Nc3ccc(S(=O)(=O)N4CCCCC4)cc3)nnc12 | -1 | -1 | 102 | 2 | 101 | -2 | 1 | -1 | -0.1 | 101 | 1
CCC(=O)Nc1ccc2nc(C)n(Cc3ccccc3Cl)c(=O)c2c1 | 6 | 0 | 103 | 7 | 103 | 0 | 1 | 1 | 0.2 | 104 | 3
COc1ccccc1-c1cc(C(F)(F)F)n2ncc(S(=O)(=O)c3ccccc3)c2n1 | -10 | -15 | 101 | -12 | 101 | 2 | -7 | 0 | 1.1 | 101 | -3
O=C1C2CCCN2c2ccc(S(=O)(=O)N3CCOCC3)cc2N1Cc1cccc(C(F)(F)F)c1 (stereo not drawn) | -4 | -8 | 100 | -4 | 101 | 2 | 2 | 0 | 0.9 | 102 | 0
Cc1ccccc1OCC(=O)NNC(=S)NC(=O)c1ccccc1[N+](=O)[O-] | 0 | -10 | 101 | -2 | 100 | 18 | -5 | -3 | 0.1 | 100 | -3
COc1ccc(NC(=O)c2c(Cl)nc3ccccn23)cc1 | -1 | 2 | ? | -1 | 102 | 19 | 0 | 1 | 0.4 | 98 | 0
O=C(O)c1cccc(-n2cccc2/C=C2/NC(=O)N(Cc3ccccc3F)C2=O)c1 | -6 | -5 | 98 | -2 | 101 | -1 | -3 | -3 | -0.3 | 100 | -4
COC(=O)Cc1ccc(N(Cc2ccccc2F)S(=O)(=O)c2ccc(Br)cc2)cc1 | 0 | 0 | 98 | -1 | 90 | 11 | 0 | -1 | 1.2 | 98 | -1
COC(=O)c1c(NC(=O)C2CCCCC2C(=O)O)sc2c1CCCCC2 (stereo not drawn) | 0 | -4 | 99 | 0 | 99 | 2 | -3 | 2 | 0.4 | 101 | 0
CCOc1ccc2c(c1)sc(=NC(=O)C1CC1)n2C | -8 | 0 | 100 | 0 | 103 | 4 | 3 | 0 | 0.3 | 102 | 3
CCOC(=O)C1CCN(C(=O)c2ccccc2NS(=O)(=O)c2cc(C)ccc2C)CC1 | -5 | -8 | 97 | -5 | 99 | 10 | -4 | -4 | 1.9 | 100 | -2
O=C(NCc1ccco1)/C(=C\C=C\c1ccccc1)NC(=O)c1ccccc1Br | -4 | -7 | 90 | -10 | 98 | 5 | -3 | 0 | 0.8 | 91 | 3
Brc1ccc(-c2csc(N3CCOCC3)n2)cc1 | 2 | -42 | 102 | -1 | 99 | 19 | 0 | 0 | 0.5 | 103 | 1

Some entries already given, showing only Bim-Bcl-W, Mcl-1 Bim block and Bcl-B Bim block:
structure | Bim-Bcl-W | Mcl-1 Bim block | Bcl-B Bim block
CCC(=O)Nc1ccc2nc(C)n(Cc3ccccc3Cl)c(=O)c2c1 | 1 | 3 | 0
COc1ccccc1-c1cc(C(F)(F)F)n2ncc(S(=O)(=O)c3ccccc3)c2n1 | 0 | -3 | -15
O=C1C2CCCN2c2ccc(S(=O)(=O)N3CCOCC3)cc2N1Cc1cccc(C(F)(F)F)c1 (stereo not drawn) | 0 | 0 | -8

Record cards, from the list above. Order of values: Bim-Bfl-1, Bcl-B Bim block, RGS7-Gao, Bim-Bcl-2, RGS8-Gao, ABCG2 block, Bcl-XL Bim block, Bim-Bcl-W, ABCB1 inh, RGS4-Gao reg, Mcl-1 Bim block
Listed for CCC(=O)Nc1ccc2nc(C)n(Cc3ccccc3Cl)c(=O)c2c1 : 6, 0, 103, 7, 103, 0, 1, 1, 0.2, 104, 3
Listed for Brc1ccc(-c2csc(N3CCOCC3)n2)cc1 : 2, -42, 102, -1, 99, 19, 0, 0, 0.5, 103, 1
